Assay outcomes from PubChem BioAssay.
aSyn yeast rescue: rescues yeast growth from alpha-synuclein toxicity; S. cerevisiae alpha-synuclein toxicity rescue, BacTiter-Glo growth, 24 h; Potency, µM (top dose mostly 46.1 µM), without a hit: at the highest dose growth rescue (activation), most hits filed as activators; hit rate 0.02% among 94,000; AID 1347070; active = well fitted activation curve with a large enough effect; inconclusive = small, poorly fitted or top-dose-only effect; also: 0% is about no effect
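Growth restoration measured by BacTiter-Glo luminescence after 24 hr at 30 deg C; alpha-synuclein yeast, raffinose-pregrown to mid-log, were added at OD600=0.02 in galactose medium onto pinned compounds.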
Numbers without * were called inactive; ? = inconclusive; & = joins results of further samples; [ ] = another dose, or the depositor's remark. Potency is read from the fitted curve at half-maximal effect. An excerpt; rates above refer to the full screens.

SMILES | aSyn yeast rescue
COC(=O)C[C@H]1C[C@H]2c3cc(NC(=O)C4CCC4)ccc3O[C@H]2[C@H](CO)O1 | -5%
CCOc1ccc(Cn2c(CNS(=O)(=O)c3ccc(C(C)(C)C)cc3)nc3cccnc32)cc1 | 4%
COCCCN1CN(Cc2ccccc2)CNC1=S | 0%
Cc1noc(C)c1CSCC(=O)N(C)CC(=O)Nc1ccc(Cl)c(C(F)(F)F)c1 | 4%
O=C(O)/C=C/c1cccc(NC(=O)c2ccccc2)c1 | -18%
CCOc1nc(NC(=O)NS(=O)(=O)Oc2ccccc2)nc(-c2ccccc2)n1 | -4%
CCN(CC)C(=O)Cn1c(=O)n(-c2ccc(Cl)cc2)c(=O)c2c3c(sc21)CCC3 | 0%
COc1ccc(CC(=O)N2CCc3c([nH]c4ccccc34)C2c2ccc(SC)cc2)cc1 (configuration not stated) | 22%
NS(=O)(=O)c1cc(C(=O)NCC2CCCCC2)ccc1Cl | -9%
CCN(CC)c1cc(-c2ccccc2)ncn1 | -7%
Nc1nc(NCCc2ccccc2)nc(NCCO)c1[N+](=O)[O-] | 2%
COc1cc(Nc2nc3c(S(=O)(=O)c4ccc(C)c(C)c4)nnn3c3ccsc23)cc(OC)c1 | -5%
COc1ccc(Cn2ccn(Cc3cccc(Cl)c3)c(=O)c2=O)cc1 | -14%
CCOc1ccc(CC(=O)Nc2c(C(=O)c3ccc(Cl)cc3)oc3ccccc23)cc1OCC | 3%
Cc1ccc2cc(C3CC(c4cccs4)=NN3S(C)(=O)=O)c(Cl)nc2c1 (configuration not stated) | 2%
Cc1ccc(C)c(NC(=O)c2cc(-c3ccccc3O)n[nH]2)c1 | -1%
CCC(C)N(C(=O)COC(=O)C1CCN(S(=O)(=O)c2ccc(C)c(C)c2)CC1)C1CCS(=O)(=O)C1 (configuration not stated) | -6%
CCc1noc(C)c1C(=O)Nc1cc(Cl)ccc1-n1cncn1 | 11%
CCC(O)c1cc2c(cc1NC(=O)c1cccc(Br)c1)OCCO2 (configuration not stated) | 5%
O=c1c2sc3ccccc3c2n(Cc2ccccc2)c(=O)n1Cc1ccccc1 | 6%

Looked up above.
`COc1ccc(Cn2ccn(Cc3cccc(Cl)c3)c(=O)c2=O)cc1` | aSyn yeast rescue: -14%
`CCC(C)N(C(=O)COC(=O)C1CCN(S(=O)(=O)c2ccc(C)c(C)c2)CC1)C1CCS(=O)(=O)C1` (configuration not stated) | aSyn yeast rescue: -6%
`O=c1c2sc3ccccc3c2n(Cc2ccccc2)c(=O)n1Cc1ccccc1` | aSyn yeast rescue: 6%
`CCOc1nc(NC(=O)NS(=O)(=O)Oc2ccccc2)nc(-c2ccccc2)n1` | aSyn yeast rescue: -4%
`CCc1noc(C)c1C(=O)Nc1cc(Cl)ccc1-n1cncn1` | aSyn yeast rescue: 11%
`CCOc1ccc(CC(=O)Nc2c(C(=O)c3ccc(Cl)cc3)oc3ccccc23)cc1OCC` | aSyn yeast rescue: 3%

(more compounds)
SMILES | aSyn yeast rescue
COc1cc(OC)c(NC(=O)CSCc2nc(-c3ccc(OC)c(OC)c3)no2)cc1Cl | -4%
Cn1c(=O)oc2cc(S(=O)(=O)CCC(=O)N3CCN(c4cccc(Cl)c4)CC3)ccc21 | -9%
CCC(=O)Nc1nc2nc(-c3ccccc3)cc(-c3ccccc3)n2n1 | -43%[inhibitor]
O=C(O)c1ccccc1C(=O)Nc1ccc(-n2nc(C(F)(F)F)cc2C(F)(F)F)cc1 | 9%
Cc1cccnc1NC(=O)c1ccc([N+](=O)[O-])o1 | 2%
CS(=O)(=O)N1CCc2cc(C(=O)NCCc3ccccc3)ccc21 | -6%
CCCCn1c(N)c(N(CCOC)C(=O)COc2ccc(C(C)=O)cc2)c(=O)[nH]c1=O | 4%
COc1ccc(Cc2nnc(NC(=O)C(C)C)s2)cc1 | -3%
CC(C)(C)OC(=O)N1CCN(C(=O)c2[nH]cnc2C(=O)Nc2ccccc2F)CC1 | 4%
O=C(c1ccc(OC2CCN(CCc3ccccc3)CC2)cc1)N1CCCC(O)C1 (configuration not stated) | -6%
CCN(CC)c1ccc(NC(=O)c2cnc3c(-c4ccccc4)c(C)nn3c2C)c(C)c1 | 0%
Cc1ccc(S(=O)(=O)n2cnc3ccccc32)cc1[N+](=O)[O-] | 14%
Cc1cn([C@H]2C[C@H](O)[C@@H](CNCc3ccc(-c4cc(Cl)ccc4C(F)(F)F)o3)O2)c(=O)[nH]c1=O | 0%
Cc1ccc(-n2cc(CNCC3CC(=O)N(C4CC4)C3)c(-c3cccc(C)c3)n2)cc1 (configuration not stated) | 2%
Cc1ccc(SCC(=O)Nc2ccc3oc(-c4cccc(Cl)c4)nc3c2)cc1 | 1%
Cc1cc(C)cc(N(CC(=O)Nc2ccc(C(F)(F)F)cc2)S(=O)(=O)c2c(C)[nH]c(=O)[nH]c2=O)c1 | 9%
CCOc1ccc(NC(=O)c2ncn(-c3ccccc3)n2)cc1 | -10%
O=C1CS(=O)(=O)C2(C(=O)N(Cc3cccc(F)c3)c3ccccc32)N1c1ccccc1 (configuration not stated) | -8%
CCOc1ccc(-n2c(SCc3cc(=O)oc4cc(C)c(C(C)C)cc34)nnc2-c2cccnc2)cc1 | -22%
CC(=O)N1CCN(c2csc3ccc(Cl)cc3c2=O)CC1 | -54%[inhibitor]
CCOc1ccc(CNc2nc3nc(C)c(Cc4ccccc4)c(=O)n3[nH]2)cc1 | 14%
COc1ccc(CNC(=O)CS(=O)Cc2nc(-c3cccc(C)c3)oc2C)cc1 (configuration not stated) | 15%
CCc1ccc(OC)c(-c2csc(N)n2)c1 | -16%
COc1ccc(S(=O)(=O)N2CCC(C(=O)NC3(C)CCS(=O)(=O)C3)CC2)cc1OC (configuration not stated) | 0%
CCOC(=O)c1ccc(Nc2nc(N)c3cc(OC)c(OC)cc3n2)cc1 | -13%
CCOCCCn1c(=N)c(S(=O)(=O)c2ccccc2)cc2c(=O)n3cc(C)ccc3nc21 | 3%&-7%
CCCCNC(=O)c1cnn2c(C)c(Cc3c(F)cccc3Cl)c(C)nc12 | -2%
COc1ccc(C(C(=O)NC2CCCC2)N(C(=O)c2snc(C(N)=O)c2N)c2cccc(O)c2)cc1 (configuration not stated) | -9%
CN(C)C(CNC(=O)c1ccc(NC(=O)c2cccs2)cc1)c1ccccc1 (configuration not stated) | -2%
COc1ccc(C(=O)NCCn2cc(SCc3cccc(F)c3)c3ccccc32)cc1OC | ?
Cc1cccc2sc(N(Cc3cccnc3)C(=O)C3CCCCC3)nc12 | ?
O=c1c(-c2ccc(Br)cc2)[n+]([O-])c2ccccc2n1OCc1ccccn1 | 5%
C/C(CC(C)C)=N\Oc1nc(C)cc(C)n1 | -6%
COc1cc(C2c3c(oc4ccc(F)cc4c3=O)C(=O)N2Cc2ccc3c(c2)OCO3)ccc1O (configuration not stated) | -7%
O=C(NCC1CCCO1)c1ccccc1NS(=O)(=O)c1cccs1 (configuration not stated) | 1%
CC(C)C(C)(C#N)NC(=O)CSc1nc2scc(-c3ccccc3)c2c(=O)[nH]1 (configuration not stated) | 7%
Clc1ccccc1CNCCCSc1nnnn1-c1ccccc1 | 11%
COC(=O)N/N=C/c1cn(CCOc2ccccc2)c2ccccc12 | 2%
CCOC(=O)N1CCN(CC(O)c2ccc3cc[nH]c3c2)CC1 (configuration not stated) | 9%
COc1cccc(NC(=O)CN(C)C(=O)CC2CC3CCC2C3)c1 (configuration not stated) | 5%
CCOC(=O)C1CCN(C(=O)Cn2ncc3c([nH]c4ccccc43)c2=O)CC1 | -3%
COc1ccc(OC)c(C(=O)NC2CCCc3c2cnn3-c2cc(C)cc(C)c2)c1 (configuration not stated) | -27%
CN(C)CC(C)(C)CNC(=S)Nc1cc(S(=O)(=O)N2CCOCC2)ccc1Cl | 5%
Cc1ccnc(NC(=O)c2ccc3c(c2)S(=O)(=O)c2ccccc2C3=O)c1 | -2%
COc1ccc2c(c1OC)C(=O)N(c1ccc(O)cc1)C2=O | 1%
O=S(=O)(c1ccc(Br)cc1)c1nc(-c2ccco2)oc1SCc1ccccc1F | 5%
Cc1ccc(-c2nc(CS(=O)(=O)CC(=O)Nc3ccc(Br)cc3F)c(C)o2)cc1 | -8%
COc1ccc(C(=O)Nc2ccc3c(c2)OCCO3)c(OC)c1 | 0%
CCOc1ccccc1NC(=O)COC(=O)CNS(=O)(=O)c1ccc(C)cc1 | 1%
COc1cccc2cc(-c3csc(-c4ccc(Cl)cc4)n3)c(=O)oc12 | 2%
Cc1ccc(Cl)cc1N1CCN(c2nc3ccc(C(=O)c4ccccc4)cc3n3cnnc23)CC1 | -8%
Cc1nc2sc(C(c3cccs3)N3CCC(C(N)=O)CC3)c(O)n2n1 (configuration not stated) | 6%
Cc1ccc(O)c(NC(=O)c2cc(-c3ccc4c(c3)OCO4)on2)c1 | 3%
COc1ccc(-c2cc3c(=O)n(CC(=O)NCc4cccnc4)ncn3n2)cc1 | -7%
c1ccc(Sc2ccccc2CN2CCCC2)cc1 | -5%
Cc1ccc(C)c(NC(=O)Cn2c(=O)ccc3cc(S(=O)(=O)N4CCCC4)ccc32)c1 | -1%
COc1cccc(CSc2nc3n(n2)C(CC(C)C)C(C(=O)Nc2ccccc2C)=C(C)N3)c1 (configuration not stated) | 0%
Cc1cc(C)cc(NC(=O)C2(c3cccs3)CCOCC2)c1 | 0%
CCOc1ccc(CCNC(=O)CCCn2c(=O)c3cccn3c3cccnc32)cc1OCC | -7%
COc1ccc(NC(=O)Cc2c(Cl)cccc2Cl)cn1 | -1%
Next section:
SMILES | aSyn yeast rescue
CCC(C)(C)NC(=O)C1CCN(S(=O)(=O)c2c(C)noc2/C=C/c2ccc(C)cc2)CC1 | -5%
CCOc1ccc(S(=O)(=O)NCC(c2cccs2)S(=O)(=O)c2ccc(C)cc2)cc1 (configuration not stated) | -5%
CCN(CC(=O)NCc1ccc(Cl)cc1)C(=O)CSc1ccccc1 | 4%
COc1cc2[nH]c(C(=O)NCc3ccccc3)cc2c(OC)c1OC | 1%
Cc1cccnc1NC(=O)C(c1ccccc1)c1ccccc1 | -4%
CC(C)Nc1c([N+](=O)[O-])c(=O)oc2ccccc12 | 3%
O=C(Nc1cccc(F)c1)C1CCN(c2nc3ccccc3nc2C(F)(F)F)CC1 | -3%
C[C@@H]1CN([C@@H](C)CO)C(=O)c2cc(Br)cnc2O[C@H]1CN(C)S(=O)(=O)c1cccs1 | 2%
CN1CCN(c2ccc(CNC(=O)c3cc4ccccc4o3)cc2)CC1 | -14%
CC(=O)c1ccc(NC(=O)c2cc(C)nn2-c2ccccc2)cc1 | 1%
CCc1ccc(NC(=O)C(=O)NCC(c2cccnc2)N2CCc3ccccc3C2)cc1 (configuration not stated) | 8%
O=C(CN(CC1CCCO1)C(=O)CNS(=O)(=O)c1ccc(F)cc1)NCc1ccco1 (configuration not stated) | 11%
COc1ccccc1N1CCN(C(=O)c2nc(SC)ncc2Cl)CC1 | 7%
C[C@@H]1CCCCO[C@@H](CN(C)CC2CC2)[C@@H](C)CN([C@H](C)CO)C(=O)c2cc(N(C)C)ccc2O1 | -5%
O=C(Oc1c(-c2ccccc2)c(=O)n2c3c(cccc13)CC2)c1ccc(F)cc1 | 11%
Cc1ccc(NC(=O)CN(C)S(=O)(=O)c2ccc3[nH]c4c(c3c2)CCCC4)c(Cl)c1 | ?
COc1ccccc1NC(=O)CN1C(=O)CC(c2ccc(C)c(C)c2)=Nc2ccccc21 | -7%
Oc1c(C(c2ccccc2F)N2CCOCC2)sc2nc(-c3ccco3)nn12 (configuration not stated) | 1%
O=C(C[C@H]1C(=O)N(c2ccccc2)C[C@@H]1Cc1ccccc1)Nc1ccccc1 | 7%
O=C(O)c1cccc2c(-c3ccccc3)c(-c3ccccc3)[nH]c12 | 12%

Of the compounds above, 5 contain bromine.
SMILES | aSyn yeast rescue
CCC(O)c1cc2c(cc1NC(=O)c1cccc(Br)c1)OCCO2 (configuration not stated) | 5%
O=c1c(-c2ccc(Br)cc2)[n+]([O-])c2ccccc2n1OCc1ccccn1 | 5%
O=S(=O)(c1ccc(Br)cc1)c1nc(-c2ccco2)oc1SCc1ccccc1F | 5%
Cc1ccc(-c2nc(CS(=O)(=O)CC(=O)Nc3ccc(Br)cc3F)c(C)o2)cc1 | -8%
C[C@@H]1CN([C@@H](C)CO)C(=O)c2cc(Br)cnc2O[C@H]1CN(C)S(=O)(=O)c1cccs1 | 2%

Additional records:
SMILES | aSyn yeast rescue
CC(Nc1n[nH]c(=O)[nH]c1=O)C(=O)N/N=C/c1cccs1 (configuration not stated) | -25%
Cc1ccc(N2CCN(S(=O)(=O)c3nnc(NC(=O)c4ccccc4)s3)CC2)cc1 | 3%&3%
COc1cc(C2CC(=O)c3c([nH]c(C(=O)OC4CCCCC4)c3C)C2)cc(OC)c1OC (configuration not stated) | -9%
Fc1ccc(CSc2nc(NCc3ccccc3)c3ccccc3n2)cc1 | ?
Cc1ccc(N2CCN(/N=C/c3ccccc3[N+](=O)[O-])CC2)cc1 | -17%
Cc1cc(NC(=O)c2ccc(Br)o2)ccc1NC(=O)c1ccco1 | -40%[inhibitor]
CCOc1ccc(S(=O)(=O)Nc2ccc(OC)nc2)cc1 | -1%
CCCCN1C(=O)C(CC(=O)NCc2cccs2)CC(C(=O)N2CCOCC2)=C1C (configuration not stated) | 6%
CC(C)c1ccc(-n2c(-c3ccccc3)c[n+]3c2CCc2ccccc2-3)cc1 | -11%
COc1cccc(C(=O)Nc2cccc(OCC(=O)c3ccccc3)c2)c1 | -5%
COc1ccc2c(c1)c(C(=O)N/N=C/c1ccc(Cl)cc1)c(C)n2C | -10%
O=C(NCC(c1ccco1)N1CCOCC1)c1c(F)cccc1F (configuration not stated) | -6%
CCN(CC(=O)Nc1c(F)cccc1F)C(=O)Cc1ccc2c(c1)CCC2 | -4%
CCc1cccc(C)c1NC(=O)Cn1c(=O)cc(C)c2c(C)nn(-c3cccc(F)c3)c21 | -2%
